ARNT-TACC3 inh = disruptors of ARNT/TACC3 protein interaction, primary screen, biochemical, AlphaScreen, single concentration; inhibition, % at 9.99 µM; 390,000 compounds, 0.66% hits; AID 623870, 2012; AlphaScreen His-ARNT PAS-B/GST-TACC3 binding, luminescence; TACC3 fragment carries E629A point mutation; Transforming acidic coiled-coil-containing protein 3 (Homo sapiens), Q9Y6A5;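 active = mean inhibition of replicates at least 50% and at least half of replicates each reaching 50%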;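 also: 0% = complete ARNT plus TACC3 wells and 100% = ARNT alone without TACC3; many hits fall short of the cut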
PGC1a acetyl inh = inhibitors of PGC1a acetylation signal, primary screen, cell-based, U2OS, AlphaScreen, inhibitor mode. AID 651687, 2012. 350,000 compounds, 0.17% hits. AlphaScreen anti-acetyl-lysine; with virally co-expressed GCN5 acetyltransferase. inhibition, % at 15.6 µM;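 active = every replicate shows inhibition of at least 40%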;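 also: 0% = neutral control wells and 100% = positive control wells; some results beyond the cut were filed as inactive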
PAX8 reporter = inhibitors of PAX8-driven TPO luciferase reporter, primary screen, RMG-I cells, single concentration. AID 652154, 2013. SteadyGlo, 24 h. 360,000 compounds, 1.2% hits. inhibition, % at 12.6 µM;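 active = mean replicate inhibition at least 60% with every replicate also reaching 60%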;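 also: luciferase light reporting Pax8 driven TPO promoter activity; plate controls were median of neutral control wells for no effect and mitoxantrone controls for full effect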
INS-1E GSIS act = GLuc luminescence reporter in INS-1E cells, primary screen for activators of glucose-dependent secretion of insulin | AID 743287, 2014 | INS-1E GLuc reporter insulin secretion, 2-3 h | 370,000 compounds, 0.61% hits | activation, % at 16.6 µM;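 active = lowest replicate activation of at least 40%, so every replicate reaches that level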;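 also: 0% = median of neutral control wells and 100% = median of IBMX positive control wells; some compounds called inactive have numbers as strong as hits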
PglD inh = C. jejuni PglD acetyltransferase inhibitors, primary screen, biochemical, DTNB colorimetric, single point. UDP-N-acetylbacillosamine N-acetyltransferase PglD (Campylobacter jejuni). purified PglD enzyme, DTNB colorimetric CoA detection. inhibition, % at 12.5 µM. 360,000 compounds, 0.098% hits. AID 602405, 2012; in the data active = inhibition above about 16%, passing the limit was not always enough; also: strong numbers were not always called active
Statin myotox sup = suppressors of statin myotoxicity in C2C12 myotubes, primary screen, cell-based, single point, plate reader; 330,000 compounds, 0.78% hits; rescue of ATP level, % at 7.49 µM; C2C12 myotubes + simvastatin, ATP luminescence, 48 h; scaled: DMSO 0, geranylgeraniol control 100;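 active = mean ATP rescue above about 67%, or every replicate alone reaching that limit, limit read from the data, passing the limit was not always enough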;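 also: myotubes were challenged with 10 µM simvastatin during compound exposure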
Cneo AK release = Cryptococcus neoformans cell lysis inducers, primary screen, AK release luminescence, single concentration; C. neoformans lysis, adenylate kinase release luminescence, 4 h; normalised: neutral wells 0, clomiphene wells 100; lysis activity, % at 15 µM; 360,000 compounds, 0.2% hits; AID 651654, 2012;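 active = mean lysis activity across replicates of at least 80%, whatever share of replicates individually reach that level; inactive = mean lysis activity below 80%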
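Assay system: Cryptococcus neoformans yeast cells / Dosing: single-point compound dose / Timing: 4 h at 37 °C static, read 1 h later / Measured by: luminescence of released adenylate kinase using an AK detection reagent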
LGR2 inh = inhibitors of bursicon-induced LGR2 CRE-luciferase signal, primary screen, cell-based, HEK293, CRE-luciferase reporter, bursicon stimulation; AID 720647, 2013; bursicon-stimulated, 4 h; Drosophila bursicon receptor LGR2 (rickets); inhibition, % at 9.99 µM; 380,000 compounds, 0.35% hits;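 active = drop in luminescence signal, shown as inhibition above about 50% in the replicate tests, limit read from the data, passing the limit was not always enough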;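 also: agonist challenge used bursicon conditioned medium at about half maximal strength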
Numbers without * were called inactive; . = not tested or not shown.

Sequence of screens – INS-1E GSIS act, LGR2 inh, PGC1a acetyl inh, Cneo AK release, PAX8 reporter, ARNT-TACC3 inh, Statin myotox sup, PglD inh
COc1ccccc1S(=O)(=O)N[C@H]1CC[C@H](CC(=O)N2CCOCC2)O[C@@H]1CO
  -1.8, 11.0, 2.8, 3.4, 2.2, ., 2.8, 0.6
Cc1ccc(C(=O)CSc2nc(N)cc(=O)[nH]2)cc1C
  ., -10.2, -14.4, 1.8, -2.3, -1.3, -34.9, 5.3
C/C=C/c1ccc(OCCCCN(C)Cc2ccccc2)c(OC)c1
  -28.2, -8.7, 9.8, 4.2, 24.7, 7.5, -19.1, -0.6
O=C(Nc1c2ccccc2nc2ccccc12)C(Cl)(Cl)Cl
  ., ., 17.7, -3.7, ., -1.4, 42.3, -1.1
Cc1ccccc1NS(=O)(=O)c1ccc(C(=O)N2CCN(c3ccccn3)CC2)cc1
  -39.9, 6.3, -1.7, ., 13.1, 3.9, ., .
CC(OCCN(C)C)C(=O)C12CC3CC(CC(C3)C1)C2 (stereo not drawn)
  1.9, -4.3, 9.8, -0.8, -10.9, ., ., -0.5
CN1C(=O)C(/C(N)=N/NC(=O)c2ccccc2)C2CC1(C)Oc1ccccc12 (stereo not drawn)
  -6.5, 14.4, ., ., -1.4, -0.5, ., .
CCC(=O)NNC(=O)CCC(=O)Nc1cccc(Cl)c1C
  -13.9, -0.9, -3.4, 1.0, 3.7, -0.7, 2.9, -3.9
CCc1ccc2c(c1)C(c1ccc([N+](=O)[O-])cc1)=NNC(c1ccc(F)cc1)=N2
  ., ., -12.0, -1.1, -64.3, -25.1, -4.8, 2.2
CCc1[nH]nc(C(=O)N/N=C/c2ccncc2)c1C
  17.1, -34.5, ., -3.5, -123.1, 2.0, -7.6, 0.9
O=C(c1cccc(F)c1)N1C[C@H]2[C@@H](c3ccccc31)[C@@H](CO)N2C(=O)c1ccc(F)cc1
  9.7, 8.5, -0.8, -4.1, 15.4, -4.1, -8.8, -1.7
CN(C)CCN1C(=O)C(=O)/C(=C(/O)c2ccc(S(=O)(=O)N3CCOCC3)cc2)C1c1ccc(F)cc1 (stereo not drawn)
  -0.6, 10.0, 6.1, 5.2, -2.1, -1.2, ., -1.1
O=C(O)c1cccc(COc2ccc(CO)cc2Cl)c1
  8.1, 100.1*, 9.1, ., ., 3.2, ., .
C[C@@H]1CN([C@H](C)CO)C(=O)c2cc(N(C)C)ccc2O[C@@H](C)CCCCO[C@@H]1CN(C)Cc1ccc2c(c1)OCO2
  -8.3, -17.2, -8.3, 7.5, 40.9, 57.2*, -30.8, 1.7
CN(C)S(=O)(=O)c1ccc2[nH]cc(/C=C/c3nc4ccccc4c(=O)n3-c3ccccc3)c2c1
  0.4, 11.0, 0.2, 0.8, ., 1.0, -33.9, -14.8

Full records from above:
Profile of C[C@@H]1CN([C@H](C)CO)C(=O)c2cc(N(C)C)ccc2O[C@@H](C)CCCCO[C@@H]1CN(C)Cc1ccc2c(c1)OCO2 → INS-1E GSIS act: -8.3; LGR2 inh: -17.2; PGC1a acetyl inh: -8.3; Cneo AK release: 7.5; PAX8 reporter: 40.9; ARNT-TACC3 inh: 57.2*; Statin myotox sup: -30.8; PglD inh: 1.7
Profile of Cc1ccc(C(=O)CSc2nc(N)cc(=O)[nH]2)cc1C → INS-1E GSIS act: .; LGR2 inh: -10.2; PGC1a acetyl inh: -14.4; Cneo AK release: 1.8; PAX8 reporter: -2.3; ARNT-TACC3 inh: -1.3; Statin myotox sup: -34.9; PglD inh: 5.3

The list continues:
Sequence of screens – INS-1E GSIS act, LGR2 inh, PGC1a acetyl inh, Cneo AK release, PAX8 reporter, ARNT-TACC3 inh, Statin myotox sup, PglD inh
Cc1ccc(C2C3=C(CC(C)(C)CC3=O)N(CCN3CCOCC3)C3=C2C(=O)CC(C)(C)C3)cc1
  ., ., 1.4, 0.9, ., 0.7, 4.7, -3.6
CC(=O)c1c(C)[nH]c(C(=O)Nc2nc(-c3ccc(Cl)cc3)cs2)c1C
  -43.0, 2.0, ., ., -23.0, 1.4, ., .
Cc1ccc(CNCC2CCCO2)s1 (stereo not drawn)
  ., ., -0.3, 0.7, -21.5, 2.0, -6.7, 5.2
CC1(C)NC(=O)N(CCOc2ccc([N+](=O)[O-])cc2)C1=O
  -5.8, ., ., -0.2, 13.1, -7.2, 6.6, 0.2
O=C(C[C@H]1C[C@H]2c3cc(NC(=O)CC4CC4)ccc3O[C@H]2[C@H](CO)O1)NCc1ccc(-c2ccccc2)cc1
  3.4, 9.5, 0.7, -2.0, -5.8, 0.3, -3.1, -1.3
C/C(=C\C(=O)c1cccnc1)Nc1ccc(C)c(C)c1
  ., ., 2.3, 0.0, ., 10.7, -42.9, 0.4
CCC(=O)c1ccc(N2CCN(C(=O)COc3ccccc3F)CC2)c(F)c1
  -12.7, 17.7, -0.4, ., -0.8, 1.5, -2.6, .
Cc1ccsc1/C=N/n1c(COc2ccccc2)n[nH]c1=S
  -30.4, -10.4, ., -0.7, 7.5, -1.6, ., 3.2
[O-]/[N+](=C\c1ccc(F)cc1)c1ccccc1
  58.1*, -17.1, 27.9, -0.7, ., -16.1, -21.5, -3.0
CCCC(=O)n1nc(-c2cccnc2)nc1NCc1cccs1
  20.1, -3.4, -3.0, ., 8.9, 2.8, ., .
CCOc1ccc(CCNC(=O)CCS(=O)(=O)c2ccc(Br)cc2)cc1OCC
  7.8, -7.0, -1.8, 4.8, 0.9, -3.9, -1.7, -4.3
O=C(Nc1ccc(Cl)cc1)Nc1ccc2c(c1)OCO2
  2.6, -71.2, -2.3, -21.4, -270.7, -1.4, -16.3, -7.8
O=CNn1cnc2c(oc3nc(-c4ccccc4)cc(-c4ccco4)c32)c1=O
  7.0, -2.3, 0.9, ., -0.4, 1.2, ., .
Cc1ccc(CNC(=O)CN2NS(=O)(=O)c3ccccc3C2=O)cc1
  -0.1, 9.5, -8.0, 1.8, 8.4, ., -1.8, -2.8
Cc1ccc(-c2cn(S(=O)(=O)c3cccc([N+](=O)[O-])c3)nc2N)cc1
  -6.4, 9.2, 3.9, -19.7, 5.1, -7.7, 3.1, -2.7
COc1ccc(S(=O)(=O)/C(C#N)=C/Nc2cccc(F)c2)cc1
  -7.3, -13.4, -2.6, 1.9, 5.3, 11.7, -8.7, -5.6
C=C(C)CSc1nnc([C@H](CCSC)NC(=O)OC(C)(C)C)o1
  ., ., -8.2, 2.3, ., 3.5, -8.3, -1.4
CCN1C(=O)CC(N2CCN(c3cccc(OC)c3)CC2)C1=O (stereo not drawn)
  4.1, -13.2, -1.8, -6.8, -22.1, -2.7, -12.2, 4.9
CCOC(=O)N(C)c1c(CC)nc2c(OCc3ccc(OC(F)F)cc3)cccn12
  10.1, 4.4, 2.3, -0.3, 16.3, ., -34.5, 9.0
COc1ccccc1OCCNc1cc(N2CCOCC2)ccc1[N+](=O)[O-]
  12.4, -31.1, -0.8, 1.6, ., 11.5, -8.6, -8.4
CC(C)NC(=O)Nc1ccc2c(c1)C(=O)N([C@@H](C)CO)C[C@@H](C)[C@H](CN(C)C(=O)c1ccccc1)OCCCC[C@H](C)O2
  -12.4, 1.6, -1.9, ., 4.9, ., 5.6, .
Cc1noc(C)c1NC(=O)N(C)C[C@@H]1Oc2ccc(NC(=O)CCCN(C)C)cc2C(=O)N([C@@H](C)CO)C[C@H]1C
  -0.6, -6.9, -5.1, -8.6, ., -0.4, 32.4, 0.3
Cc1nc(-c2ccc3c(c2)CCC(=O)N3)cs1
  ., ., 13.1, -3.6, -98.5, -8.2, 27.6, 3.4
COc1ccc(Nc2nc(OC)nc(N3CCN(c4ccc(OC)cc4)CC3)n2)cc1
  21.7, ., 2.5, -3.3, 12.2, 1.9, 9.1, 0.0
Cc1ccc(S(=O)(=O)NCC[C@H]2CC[C@@H](NC(=O)NC(C)C)[C@H](CO)O2)cc1
  8.2, 4.3, 11.3, -0.1, 11.9, ., 3.4, 4.1
Clc1cccc(Nc2c3c(nc4ncnn24)CCC3)c1
  38.5, -13.0, 2.2, -1.0, ., 3.3, 19.8, 5.2
Cc1ccc(-n2nnnc2SCC(=O)Nc2c(C)n(C)n(-c3ccccc3)c2=O)cc1
  -3.6, -0.2, -9.0, -1.4, ., 2.2, 29.0, -0.2
O=C(CN1CCN(c2cccc(C(F)(F)F)c2)CC1)N(C1CCCC1)C1CCS(=O)(=O)C1 (stereo not drawn)
  -28.8, -3.5, -3.1, 1.8, -0.6, -0.2, 0.7, 3.2
Cc1cccc(-n2cc(-c3ccccc3)[nH]c2=S)c1
  15.8, -78.0, -13.0, 31.5, -4.0, 9.8, 11.9, 5.0
CC(C)Cc1nc2n[nH]c(N)c2c2c1CCCC2
  ., ., 4.8, 2.4, ., 21.7, 3.9, 10.2
NC(=S)N/N=C1\CCSc2ccc(Cl)cc21
  -10.8, 11.8, 17.4, -1.4, 25.9, 3.9, 13.7, 2.8
O=S(=O)(Nc1ccc(O)c2ccccc12)c1ccc(F)cc1
  -33.5, 7.4, -8.6, -0.1, 25.8, 9.5, 3.8, 8.1
CCc1ccc(NC(=O)COC(=O)CN2C(=O)COc3ccccc32)cc1
  ., ., 2.5, -0.2, 2.0, -11.9, 0.6, 2.1
CCCn1c(C)cc(C(=O)Cn2nnc3ccccc3c2=O)c1C
  -12.7, -2.4, -29.4, ., -82.4, 4.1, ., .
Cc1ccc(S(=O)(=O)N(c2nc(NC(C)C)nc(NC(C)C)n2)n2cnnc2)cc1
  -21.9, -8.1, -3.5, -4.5, 60.0, -2.1, ., 4.0
COC(=O)c1cc2occc2n1CC(=O)Nc1ccc(OC)c(OC)c1OC
  6.3, 28.1, -1.8, -2.4, ., -7.1, 2.6, -0.2
C/C=C/c1ccc2c(c1)O[C@H](CN(C)C(=O)Nc1ccc(C(F)(F)F)cc1)[C@H](C)CN([C@@H](C)CO)S2(=O)=O
  -22.6, 25.5, 4.5, 0.8, ., 6.7, -9.4, 2.4
CC(C)(C)NC(=O)C(c1ccc(F)cc1)N(Cc1ccco1)C(=O)c1csnn1 (stereo not drawn)
  ., ., 0.4, 3.3, 14.7, -6.9, -10.0, 0.8
COc1ccc(NC(=O)N(C)C[C@@H]2Oc3ccc(NC(=O)Cc4ccccc4)cc3C(=O)N([C@@H](C)CO)C[C@@H]2C)cc1
  -2.6, 12.6, 6.7, 0.8, -20.5, -1.4, 7.4, 0.8
C/C(=N\OCC(=O)Nc1ccc(F)c(F)c1F)c1cc2ccccc2o1
  -28.2, -14.4, 6.6, 3.4, 8.5, ., -1.2, 3.4
CCC(=O)Nc1ccc2c(c1)C(=O)N(C)C[C@H](OC)[C@H](C)CN(Cc1cccnc1)[C@H](C)CO2
  -2.7, 3.9, -0.6, 3.2, ., ., 0.6, 2.2
COC(=O)c1ccc(Cn2c(O)c(N=NC(N)=S)c3ccccc32)o1
  64.4*, -9.8, 1.8, ., 3.8, -9.4, 9.4, .
Cc1noc(C)c1S(=O)(=O)Nc1ccc2c(c1)CC(=O)N([C@H](C)CO)C[C@H](C)[C@@H](CN(C)S(=O)(=O)c1ccc(F)cc1)O2
  -9.5, 1.1, 7.0, -4.6, 8.0, 5.4, -1.4, 1.5

Bioassay records (PubChem)

Outcome played no part in choosing rows; any-hit rate near 2.9%.
